Screens deposited in PubChem BioAssay by several laboratories.
Shn3 inh set2: Schnurri-3 reporter inhibition in Clone20 osteoblasts. Clone20 osteoblast Shn3 3'UTR firefly luciferase, 24 h. 360,000 tested, 0.52% active. AID 588674. inhibition, % at 12.5 µM;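 active = mean inhibition of at least 75% with every replicate also reaching 75%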;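 note: 0% = median of neutral control wells and 100% = pilot-screen positive control compound; some compounds past the cut are filed as inactive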
HIF-2a inh: HIF-2a inhibition; 786-0 RCC cells HIF-2a reporter, luciferase luminescence, overnight; inhibition, % at 18.8 µM; 360,000 tested, 0.72% active; AID 624352;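 active = inhibition of the luminescence signal of 40% or more relative to plate controls, in a single-dose primary screen at 18.75 µM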
TROY NFkB inh: inhibitors of TROY-dependent NF-kB signaling; AID 1347056; 360,000 tested, 0.98% active; inhibition, % at 10 µM; Q293 LMP1-TROYcd NF-kB luciferase reporter, 4 h;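 active = compounds whose plate-normalised and pattern-corrected inhibition of the luciferase reporter signal at the single screening dose is 50% or more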
KKLEB cytotox: counter-screen for CF NF-kB inhibitors: cytotoxicity. KKLEB CF airway cells viability, ATPlite luminescence, overnight; hits give low values; cells stimulated with P. aeruginosa culture filtrate. activity change (cytotoxicity), % at 5 µM. 360,000 tested, 0.36% active;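 active = corrected activity change at or below -50% at 5 µM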
MITF TRPM1 inh: inhibitors of MITF-driven TRPM1 promoter in melanoma cells | SK-MEL-5 TRPM1 promoter luciferase, 24 h | inhibition, % at 12.5 µM | 330,000 tested, 0.83% active;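 active = mean inhibition across replicates of 60% or more, whatever share of single replicates reaches that level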; note: values of inactives mirror those of a sister screen read the other way
TWEAK-Fn14 inh: inhibitors of TWEAK-Fn14 interaction signaling | inhibition, % at 10 µM | 360,000 tested, 2% active | TWEAK-stimulated Fn14 reporter cells, luciferase luminescence, 8 h | AID 1159606; in the data active = inhibition above about 50%
Peg3 promoter: reduces Peg3 promoter-driven luciferase expression in HeLa | HeLa PEG-Prom luciferase reporter, luminescence, overnight | inhibition, % at 20 µM | 360,000 tested, 1.7% active;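 active = inhibition of at least 50% at 20 µM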
NR2E3 ag-1: NR2E3 (human) agonism; Q9Y5X4; inhibition of corepressor binding, % at 4.78 µM; AID 2300; 320,000 tested, 0.12% active; GST-NR2E3/biotin-RetCOR TR-FRET, 1536-well;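 active = percent inhibition above the cutoff of mean plus 3 SD of all tested compounds, set per screening campaign, cut at about 20% in these data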;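 note: 0% = DMSO wells and 100% = biotin wells as full block of FRET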
Target sequence (Q9Y5X4 whole entry, looked up): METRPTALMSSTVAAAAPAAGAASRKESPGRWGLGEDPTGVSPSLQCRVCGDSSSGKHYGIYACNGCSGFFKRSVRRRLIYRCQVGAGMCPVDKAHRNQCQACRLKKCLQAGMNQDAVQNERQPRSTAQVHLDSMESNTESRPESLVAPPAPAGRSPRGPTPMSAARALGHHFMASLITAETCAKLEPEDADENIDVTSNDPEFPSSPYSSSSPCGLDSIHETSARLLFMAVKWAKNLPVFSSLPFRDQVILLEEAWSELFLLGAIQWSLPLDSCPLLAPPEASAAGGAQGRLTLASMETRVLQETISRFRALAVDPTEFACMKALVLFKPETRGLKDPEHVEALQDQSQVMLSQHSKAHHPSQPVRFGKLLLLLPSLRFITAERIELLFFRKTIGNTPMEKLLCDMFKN
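Test system: GST-NR2E3 and biotin-RetCOR proteins | Quantity: 1.35 nM GST-tagged NR2E3 final | Medium: Tris pH 7.5 | Also added: 7 nM biotin-RetCOR | Dosing: Compound at 4.8 µM, single dose | Timing: 5 h at 4 °C | Detection: Time-resolved FRET | Read-out basis: Percent inhibition | Benchmarks: Biotin wells as high control, 0.6% DMSO wells as low control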
NR2E3 ag-2: activates human NR2E3 receptor | CHO-S Gal4-NCOR/VP16-NR2E3 two-hybrid, luciferase | inhibition of corepressor binding, % at 3.98 µM | 360,000 tested, 0.35% active | AID 602229;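 active = inhibition above the mean of all tested compounds plus 3 SD, cut at about 70% in these data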;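 note: 0% = DMSO with NR2E3 transfected cells and 100% = cells lacking NR2E3 construct; higher means lower luciferase signal from less NR2E3 corepressor binding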
CF NFkB inh: inhibitors of cystic fibrosis induced NF-kB; inhibition, % at 5 µM; 360,000 tested, 0.86% active; KKLEB NF-kB-GFP reporter, PAF-induced, GFP fluorescence overnight;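 active = at least 50% inhibition at 5 µM, scaled per plate between neutral and stimulator controls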;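 note: PAF is a Pseudomonas aeruginosa culture filtrate used as stimulus; plate controls were PAF-stimulated DMSO wells for no effect and unstimulated DMSO wells for full effect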
C8 TRAIL sens: caspase-8 TRAIL sensitization; NB7+C8 cells + TRAIL, ATPlite viability luminescence; inhibition (viability loss, TRAIL sensitization), % at 10 µM; 360,000 tested, 1% active; AID 624354;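 active = compounds causing at least 50% loss of cell viability in the single-dose screen, relative to plate controls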
* = called active by the depositor; nt = not tested or not shown. This is a subset. The share of hits here may be higher or lower than overall.

SMILES | Shn3 inh set2 | HIF-2a inh | TROY NFkB inh | KKLEB cytotox | MITF TRPM1 inh | TWEAK-Fn14 inh | Peg3 promoter | NR2E3 ag-1 | NR2E3 ag-2 | CF NFkB inh | C8 TRAIL sens
Cc1cc(C(=O)CN2C(=O)NC3(CCCc4ccccc43)C2=O)c(C)n1Cc1cccs1 (configuration not stated) | 7.4 | -75.9 | -24.3 | 8.9 | -14.2 | -16.2 | -84.9 | -1.2 | -26.1 | -1.6 | -6.1
CCN(Cc1ccccc1)S(=O)(=O)c1c(C)n(C)c(=O)n(C)c1=O | 13.3 | 9.7 | -8.2 | -9.8 | -1.4 | 1.4 | 3.1 | 1.2 | -9.8 | -21.0 | -7.3
CCOc1ncccc1C(=O)N(CCC(C)C)c1c(N)n(Cc2ccccc2)c(=O)[nH]c1=O | -7.2 | 8.2 | -7.9 | 25.0 | 9.8 | 16.5 | -1.0 | nt | -17.4 | -13.1 | -5.8
O=C(/C=C/c1cccc(Br)c1)c1ccc2c(c1)OCO2 | 18.7 | -187.5 | -0.8 | -15.7 | -25.0 | 60.0* | 3.0 | 0.5 | -7.1 | -10.7 | -13.4
O=C(COC(=O)c1cc([N+](=O)[O-])ccc1N1CCOCC1)c1ccccc1 | -5.6 | -1.7 | -2.2 | 9.4 | -2.4 | -13.8 | 6.8 | 2.6 | -4.3 | -20.3 | -21.5
CC(C)(C)OC(=O)NCc1ccc(CNC(=O)c2[nH]cnc2C(=O)N[C@@H](Cc2ccccc2)C(=O)OCc2ccccc2)cc1 | -3.3 | 17.6 | -19.2 | 10.1 | 6.2 | -46.4 | 4.7 | 3.2 | -24.9 | 0.4 | 15.1
O=S(=O)(Cc1nc2ccccc2s1)c1ccccc1 | -68.7 | -197.2 | -38.0 | 8.3 | -53.6 | -10.2 | -201.8 | -0.4 | -169.7 | -2.7 | 1.3
COC(=O)[C@H](NCc1ccc(OC)c(B(O)O)c1)C(C)C | -20.5 | 6.6 | -12.0 | -5.2 | 6.2 | -14.1 | -4.5 | nt | 15.0 | 0.1 | -17.7
NC(=O)NC(=O)C(c1ccccc1)N1CCN(S(=O)(=O)Cc2ccccc2)CC1 (configuration not stated) | 1.5 | 16.1 | 15.6 | -5.1 | 1.9 | 7.2 | 2.8 | 5.3 | 2.5 | 3.6 | 6.4
CCC(=O)Nc1sc2c(c1C(=O)N(C)C)CCCCC2 | 4.6 | 16.6 | -10.3 | -4.4 | 9.2 | 5.8 | 1.1 | 2.1 | -5.7 | 6.4 | -20.0
COc1ccc(Br)c(C(=O)OCC(=O)N2CCC(Cc3ccccc3)CC2)c1 | 14.9 | 7.7 | 0.4 | 1.3 | -9.0 | -4.0 | 13.1 | nt | 2.1 | 6.1 | 10.9
Cc1cc(C)nc(N2CCC(C(=O)Nc3ccc4c(c3)OCO4)CC2)n1 | -9.0 | 22.1 | 4.8 | 4.9 | 8.0 | 2.9 | 5.2 | -1.1 | -20.5 | -10.5 | 9.0
CCc1c(C)sc(NC(=O)CCc2ccc(OC)cc2)c1C(N)=O | 5.7 | 9.9 | -6.3 | -1.0 | 6.2 | 5.9 | -0.5 | 8.5 | -11.3 | 14.6 | -5.9
c1ccc(-c2nnc(CN3CCC4(CC3)OCCO4)o2)cc1 | -19.8 | -24.7 | -18.6 | 2.0 | -8.6 | -24.2 | -17.5 | -0.7 | 7.7 | 2.9 | 5.6
O=c1[nH]nc(CSCc2ccccc2Cl)[nH]1 | -19.8 | 5.6 | -4.3 | 7.6 | 2.0 | -3.2 | 17.1 | 5.3 | -15.2 | 5.3 | 4.5
CN(C)c1ccc(C=NNC(=O)c2cccc3ccccc23)c(Cl)c1 | 9.1 | -20.9 | -6.5 | -11.2 | 5.6 | -19.3 | 1.8 | nt | -53.2 | 21.5 | 5.7
O=C(NCCc1c[nH]c2ccccc12)Nc1ccccc1 | -13.7 | -29.3 | -11.4 | -10.8 | -5.7 | 2.8 | -36.0 | -1.4 | 4.5 | 17.1 | -0.2
Cc1nc2ccccc2nc1N/N=C/c1ccc(O)cc1O | 80.9 | -44.1 | -6.8 | -6.7 | 1.1 | -1.6 | 11.1 | -1.3 | -16.2 | -5.5 | 14.1
COCCC(=O)N1CCC(Oc2ccc(C(=O)N3CCCCCCC3)cc2)CC1 | 4.7 | -19.5 | 9.1 | 7.1 | -3.4 | -0.6 | 0.8 | -0.8 | 5.1 | -9.8 | 3.6
CCC(=O)N1CCc2cc(S(=O)(=O)N(C)c3ccc(OC)cc3OC)ccc21 | 1.3 | 17.7 | 12.3 | 1.2 | -3.3 | -9.8 | 12.8 | 1.1 | -8.8 | 2.3 | -3.1
CCCCn1c(N)c(N(C)C(=O)c2ccccc2Oc2ccccc2)c(=O)[nH]c1=O | 8.0 | 7.5 | -1.5 | 7.7 | 1.9 | -0.3 | 13.4 | 2.9 | -19.6 | 16.7 | 0.8
O=C(NC1CC2CCCC(C1)N2C(=O)Nc1ccccc1Cl)C1CC1 (configuration not stated) | -16.2 | 11.6 | 19.9 | 0.8 | 4.6 | 22.9 | 17.2 | 2.9 | 2.8 | 0.0 | 2.1
CC(=O)N1CCc2cc(S(=O)(=O)NCCC3=CCCCC3)ccc21 | 71.4 | 19.9 | 21.1 | -3.6 | 3.6 | 14.7 | 21.5 | -2.0 | 81.4* | 1.6 | 11.0
O=C1CCC/C=C\C[C@@H](CC(=O)N(CCO)Cc2ccccc2)C(=O)N[C@H](Cc2c[nH]c3ccccc23)CO1 | 6.5 | 0.2 | -5.2 | -5.5 | 5.6 | 31.5 | 13.5 | nt | -34.0 | -7.2 | -8.7
O=C(Cc1ccc(Br)cc1)N1CCCCCC1 | -43.7 | -172.8 | -60.3 | -2.6 | -42.0 | -29.1 | -129.7 | -1.4 | -39.4 | 7.1 | -11.7
Cc1noc(C(=O)Nc2cccc(O)c2)c1Cl | -8.5 | -191.5 | -47.0 | 3.6 | -27.1 | -9.5 | -93.5 | -1.0 | -35.3 | -6.5 | -1.7
CC(C)(C)OC(=O)N1CCC(c2c(C(=O)NCC3CCN(C4CCCC4)C3)cnn2-c2ccccc2)CC1 (configuration not stated) | 0.8 | -0.6 | -23.3 | 10.0 | -1.0 | -25.0 | 6.0 | 0.9 | -9.6 | -8.8 | 2.7
CCn1nc(C)c(CN2CCC(Oc3ccc(C(=O)N4CCCC4)cc3)CC2)c1C | 20.0 | 3.5 | -9.8 | 4.5 | 3.1 | 4.7 | -6.2 | 1.6 | 1.2 | -11.6 | -14.8
C/C(=N\N(C)C)C1=C(O)c2ccccc2C1=O | -24.4 | -13.8 | -23.7 | 12.9 | -8.9 | -2.3 | -10.2 | -1.7 | -5.0 | -3.3 | 12.0
COc1cc2cc(CCOC(=O)c3ccc(C#N)cc3)oc(=O)c2cc1OC | -9.9 | 5.8 | 7.8 | -8.6 | 1.3 | -29.9 | 7.7 | -1.4 | -22.9 | -18.2 | -7.0
COc1ccc(C2C3=C(CC(C)(C)CC3=O)Oc3ncn(Cc4ccccc4)c(=N)c32)cc1 (configuration not stated) | 14.1 | 14.9 | -17.1 | -9.8 | 6.1 | 25.4 | 20.5 | -1.5 | -18.5 | 2.1 | -2.2
CCc1c(O)nc(SCC(=O)Nc2ccc(Cl)cc2)n(-c2ccccc2)c1=O | -24.3 | -43.2 | -33.8 | -7.8 | nt | -10.2 | -36.0 | nt | -9.2 | 0.3 | -19.7
Cc1cccc(C(=O)Oc2c(Br)cc(Br)cc2/C=N/NC(=O)c2ccncc2)c1 | 0.3 | 7.9 | -1.5 | 2.1 | 1.5 | -12.7 | 6.4 | 3.3 | 14.7 | 7.8 | -9.0
Cc1ccc(F)c(NC(=O)C2CCCCC2C(=O)O)c1 (configuration not stated) | -7.0 | -16.6 | 10.9 | -5.0 | 1.8 | -14.1 | -7.3 | -0.7 | -142.2 | -8.5 | 3.8
CC(Cc1c[nH]c2ccccc12)C(=O)NCc1ccco1 (configuration not stated) | -12.1 | 19.2 | 6.5 | 1.7 | 4.5 | -9.9 | 2.3 | 2.4 | -6.2 | -2.2 | 4.8
CCOC(=O)Nc1cc(NC(=O)OCC)c(C)nc1C | 11.8 | 7.5 | 12.0 | 4.7 | 4.0 | -10.0 | 0.5 | -1.7 | -5.6 | -2.5 | 5.0
Cc1c(NC(=S)NC(=O)C(C)(C)C)cccc1[N+](=O)[O-] | 20.4 | -26.3 | -14.2 | 0.4 | -2.9 | 10.4 | -5.2 | 0.5 | -22.7 | 2.0 | -11.7
CC(=O)Nc1cccc(OCCCNS(=O)(=O)c2ccc(F)cc2)c1 | -6.5 | 20.6 | 19.2 | -9.2 | -1.4 | -3.4 | 20.0 | -3.0 | 6.2 | -11.5 | -20.1
CCO[C@H]1OC(C(=O)NCc2nc3ccccc3[nH]2)=C[C@@H](C2CCCCC2)[C@@H]1CCCO | 5.2 | 15.1 | -8.6 | -1.9 | 6.2 | 5.8 | 27.8 | 4.1 | -0.3 | 9.4 | 1.8
S=c1nc[nH]c2c1cnn2Cc1ccccc1 | 12.3 | 4.5 | 21.1 | -13.3 | 12.6 | 5.3 | -3.1 | nt | -13.0 | 7.5 | 7.9
Cc1cc(S(=O)(=O)N2CCN(c3ccccn3)CC2)ccc1F | 18.8 | 16.0 | 13.2 | -3.1 | -2.5 | 16.3 | 16.1 | nt | -0.1 | -5.1 | -2.5
COc1ccc(Cn2c(=O)[nH]c3cc(C(=O)N4CCN(c5ccccc5F)CC4)ccc3c2=O)cc1 | 8.6 | 23.8 | 13.8 | -6.4 | -0.4 | -1.3 | 28.6 | 3.9 | 3.5 | 7.7 | -10.3
CCOc1cccc(=O)c2c(C)n(-c3ccc(C(=O)O)cc3)c(C)c12 | 11.0 | 16.4 | -18.3 | 4.5 | 10.3 | 12.3 | 8.4 | 6.3 | -4.7 | 7.3 | 13.2
O=C(NCc1ccccc1)C1=C[C@@H](c2ccc(Br)cc2)C[C@@H](OCc2ccc(CO)cc2)O1 | 16.5 | 14.8 | 18.8 | -0.3 | 3.5 | 4.1 | 4.5 | 4.8 | -12.6 | -22.1 | -2.1
COc1ccc(C(=O)Nc2nnc(Cc3cccs3)s2)cc1OC | 37.1 | 7.5 | 4.6 | -11.8 | 3.4 | -7.1 | 16.6 | 12.1 | 62.7 | 16.1 | -2.4
O=C(CCS(=O)(=O)c1ccccc1)Nc1nc2c(s1)COc1ccccc1-2 | 1.4 | -43.1 | -13.7 | 3.7 | 1.2 | 14.9 | 92.5* | 1.9 | 5.0 | 8.3 | 13.1
